# Assay outcomes deposited in PubChem by several laboratories.
# NS3 helicase inh – inhibitors of HCV NS3 helicase, primary screen, biochemical, Cy5 molecular beacon fluorescence | Hepatitis C virus NS3 helicase | NS3 helicase DNA unwinding | inhibition, % at 10.9 µM | 0.56% of 290,000 active | AID 1800, 2009;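 active = inhibition above the mean of all tested compounds plus 3 SD, set per campaign, cut at about 35% in these data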;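 note: 0% = DMSO wells and 100% = thioflavine S control wells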
#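 Assay system: hepatitis C virus NS3 helicase domain fragment enzyme. Also added: annealed dual-labelled DNA beacon duplex, ATP-started. Timing: 1 h reaction at 25 °C, ATP-initiated. Technique: Cy5 fluorescence at 0 and 60 min, beacon hairpin quenching. Evaluation: % inhibition of unwinding. Replication: one well per compound.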
# IMP-1 inh – IMP-1 metallo-beta-lactamase inhibitors, primary screen, biochemical, epi-absorbance readout, Pseudomonas aeruginosa enzyme | purified IMP-1, nitrocefin hydrolysis, epi-absorbance fluorescence | inhibition, % at 5.6 µM | 0.45% of 290,000 active;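 active = inhibition above the mean plus 3 SD of all compounds in the same screening run, cut at about 4.5% in these data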;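 note: 0% = IMP-1 with DMSO and 100% = DMSO wells lacking enzyme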
#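 Test system: recombinant IMP-1 enzyme, purified / Medium: HEPES buffer pH 7.1 with ZnSO4 and Brij 35 / Doses: single dose, 5.6 µM / Times: 25 °C, 15 min preincubation, 25 min reaction / Detection: Epi-absorbance via hydrolysed-nitrocefin quenching of white-plate fluorescence, 480/530 nm, EDTA stop / Evaluation: percent inhibition from optical density relative to buffer-blank wells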
# CRFR2-BP antag – antagonists of CRF-BP/CRF-R2 complex, primary screen, cell-based, HEK293, calcium dye fluorescence, uHTS; CRF-induced calcium fluorescence; 0.59% of 350,000 active; inhibition, % at 11.8 µM; AID 588475, 2011;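 active = inhibition of the ligand-induced calcium signal above about 50% at the single tested concentration, limit read from the data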
# IDE cell inh – human IDE inhibitors in live cells, primary screen, fluorescence polarization, HEK cells, FAbetaB substrate; FAbetaB cleavage; AID 434962, 2010; inhibition, % at 5.59 µM; 0.41% of 320,000 active; Insulin-degrading enzyme (Homo sapiens), P14735;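 active = percent inhibition above the average of all tested compounds plus 3 SD, set per screening campaign, cut at about 16% in these data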;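 note: IDE supplied by intact live HEK cells; FP after avidin binding of uncleaved biotin substrate so inhibition keeps polarization high; 0% = DMSO wells and 100% = 60 µM reference IDE inhibitor Ii1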
# UBC9 SUMO inh – inhibitors of in vitro SUMOylation cascade, primary screen, biochemical, HTRF, uHTS; SUMO-conjugating enzyme UBC9 (Homo sapiens), P63279; HTRF SUMOylation assay, SAE1/SAE2 + UBC9; inhibition, % at 35 µM; 0.36% of 290,000 active; AID 2006, 2009; in the data active = inhibition above about 50%, passing the limit was not always enough; note: strong numbers were not always called active
# IDE act – human IDE activators in live cells, primary screen, fluorescence polarization, HEK cells, FAbeta-B substrate. 0.073% of 340,000 active. FAbeta-B cleavage; 0% vehicle, 100% cell-free pure enzyme wells. activation, % at 5.96 µM;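 active = activation above the mean of all tested compounds plus 3 SD, set per screening campaign, cut at about 17% in these data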
# VIM-2 inhibitor – VIM-2 metallo-beta-lactamase inhibitors, primary screen, biochemical, epi-absorbance readout, Pseudomonas aeruginosa enzyme; purified VIM-2, nitrocefin hydrolysis, epi-absorbance fluorescence; inhibition, % at 5.6 µM; 0.89% of 290,000 active;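 active = inhibition above the mean of all tested compounds plus 3 SD, cutoff set per screening run, cut at about 7.5% in these data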;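 note: red hydrolysis product quenches plate fluorescence so inhibitors raise well fluorescence; 0% = enzyme with DMSO and 100% = DMSO without enzyme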
# GalR3 antag – GalR3 antagonists in HEK293 cells, primary screen, cell-based, fluorescence readout | HEK293 GalR3-CNG cAMP membrane potential fluorescence; galR3 body fused to GalR1 C-terminus | inhibition, % at 3 µM | 0.44% of 360,000 active | AID 651719, 2012;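 active = inhibition above the screen-wide average plus 3 SD, cut at about 13% in these data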;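 note: forskolin and galanin both at EC90 stimulate the cells; cAMP rise reported by CNG channel membrane potential dye signal; 0% = forskolin plus galanin with DMSO and 100% = forskolin alone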
# pCIP destab – p/CIP-EGFP fusion destabilizers, primary screen, fluorescence, F442A cells; Q05BA5; 16 h; decrease of EGFP signal, % at 10 µM; 0.01% of 290,000 active;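 active = EGFP signal decrease of at least 30% at 10 µM or well 3 SD below plate mean, unless failing retest; inactive = the rest, including hits failing retest or dose response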; note: some compounds called inactive have numbers as strong as hits; many of its hits are not listed in these tables
# Target sequence (Q05BA5 1-1403): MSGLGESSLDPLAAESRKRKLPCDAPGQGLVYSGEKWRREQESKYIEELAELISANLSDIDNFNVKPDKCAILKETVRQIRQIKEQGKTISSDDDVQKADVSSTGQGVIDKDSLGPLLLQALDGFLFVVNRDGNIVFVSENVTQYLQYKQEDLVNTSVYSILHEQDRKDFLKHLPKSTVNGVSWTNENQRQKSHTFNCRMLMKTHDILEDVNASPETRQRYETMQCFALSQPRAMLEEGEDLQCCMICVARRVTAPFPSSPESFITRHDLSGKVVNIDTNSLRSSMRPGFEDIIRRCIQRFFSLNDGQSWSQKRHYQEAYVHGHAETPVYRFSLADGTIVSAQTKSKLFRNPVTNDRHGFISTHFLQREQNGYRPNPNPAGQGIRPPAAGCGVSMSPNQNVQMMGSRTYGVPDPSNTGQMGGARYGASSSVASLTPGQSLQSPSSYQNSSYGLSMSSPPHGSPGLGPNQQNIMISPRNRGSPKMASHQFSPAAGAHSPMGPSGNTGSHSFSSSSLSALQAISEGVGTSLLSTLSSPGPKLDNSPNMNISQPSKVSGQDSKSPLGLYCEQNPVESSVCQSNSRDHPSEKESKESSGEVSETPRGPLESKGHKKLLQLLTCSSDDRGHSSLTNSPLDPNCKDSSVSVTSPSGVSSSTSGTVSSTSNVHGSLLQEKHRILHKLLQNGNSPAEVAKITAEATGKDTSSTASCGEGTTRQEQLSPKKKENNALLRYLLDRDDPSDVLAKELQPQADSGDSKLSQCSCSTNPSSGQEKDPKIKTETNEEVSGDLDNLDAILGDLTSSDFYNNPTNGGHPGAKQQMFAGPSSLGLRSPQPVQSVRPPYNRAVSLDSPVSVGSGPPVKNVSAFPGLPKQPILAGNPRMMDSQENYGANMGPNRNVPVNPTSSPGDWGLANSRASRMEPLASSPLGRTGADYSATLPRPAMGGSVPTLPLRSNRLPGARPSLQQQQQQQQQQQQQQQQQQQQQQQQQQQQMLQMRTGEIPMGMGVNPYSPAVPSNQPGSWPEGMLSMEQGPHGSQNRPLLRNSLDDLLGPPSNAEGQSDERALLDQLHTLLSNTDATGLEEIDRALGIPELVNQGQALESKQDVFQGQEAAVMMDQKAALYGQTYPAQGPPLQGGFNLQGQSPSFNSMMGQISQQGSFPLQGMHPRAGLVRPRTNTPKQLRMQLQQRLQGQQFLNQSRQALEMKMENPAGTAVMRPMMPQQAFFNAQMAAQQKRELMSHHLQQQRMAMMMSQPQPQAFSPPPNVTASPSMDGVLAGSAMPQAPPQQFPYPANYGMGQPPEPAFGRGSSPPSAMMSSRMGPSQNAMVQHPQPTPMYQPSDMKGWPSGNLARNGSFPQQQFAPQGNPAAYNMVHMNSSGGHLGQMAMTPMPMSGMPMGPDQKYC
# Active calls of the source: *; · = no result given.
(1) COc1ccc(-c2csc3nc(C(C)C)oc(=O)c23)cc1OC
(2) COc1ccc(CCN=C(N)NS(=O)(=O)c2ccc(OC)cc2)cc1
(3) CCCCN(CC)C(=O)Cn1cnc2sc(C)c(S(=O)(=O)N3CCC(C)CC3)c2c1=O
(4) CCCCn1c(N)c(N(CC(C)C)C(=O)c2ccc(Br)o2)c(=O)[nH]c1=O
(5) CCC(=O)NC1(C(F)(F)F)C(=O)Nc2c1c(=O)[nH]c(=O)n2CC(C)C (centres undefined)
(6) O=C(NCCc1ccccc1)C(=O)NCC1OCCN1S(=O)(=O)c1ccc(Cl)cc1 (centres undefined)
(7) O=C(Nc1nccs1)c1cncc(Br)c1
(8) Cc1cc(C)c(CNC(=O)c2cc(C3CC3)nc3c2cnn3C(C)C)c(=O)[nH]1

Compound	1	2	3	4	5	6	7	8
NS3 helicase inh	-1	-6	-6	·	2	-4	-2	·
IMP-1 inh	-0.4	-3.0	-3.9	·	-3.5	-0.2	-3.2	·
CRFR2-BP antag	-9	-3	-4	-7	-2	0	-25	-22
IDE cell inh	-5	1	-2	5	5	-1	5	-2
UBC9 SUMO inh	23	-10	5	·	-5	2	9	·
IDE act	1	-2	0	0	1	9	3	4
VIM-2 inhibitor	-1.4	-3.3	-1.2	·	-3.0	0.7	-2.3	·
GalR3 antag	-9	-3	-8	-2	3	-6	-2	-4
pCIP destab	0	1	-2	·	12	-6	4	·

# As entered above.
# GalR3 antag, compound 8 → -4
# IDE cell inh, compound 6 → -1
# IDE act, compound 3 → 0
# UBC9 SUMO inh, compound 1 → 23

# Remaining list, next part.
(9) O=C(NCC1CCCO1)C(=O)NCC(c1ccco1)N1CCN(c2ccccc2F)CC1 (centres undefined)
(10) CN(C)S(=O)(=O)c1ccc(C(=O)Nc2ccccn2)cc1
(11) CCC1CCCCN1C(=S)Nc1ccc(S(=O)(=O)Nc2ncccn2)cc1 (centres undefined)
(12) CCCN=C(C)c1c(-c2ccccc2)[nH]n(-c2nc3ccccc3s2)c1=O
(13) CCOC(=O)c1c(NC(=O)CN2CCCCC2)sc2c1CCC(C=O)=C2Cl
(14) CC1CCCN(c2ccc(C(=O)NCc3ccco3)cc2[N+](=O)[O-])C1 (centres undefined)
(15) COc1cc(NC(=O)Cc2ccccc2)nc(OC)n1
(16) Cc1cccc(C(=O)NCC(=O)OCC(=O)NCCNC(=O)COC(=O)CNC(=O)c2cccc(C)c2)c1

Compound	9	10	11	12	13	14	15	16
NS3 helicase inh	0	-4	3	-2	1	-5	0	·
IMP-1 inh	-4.0	-2.9	1.9	1.0	-0.5	-1.9	-1.5	·
CRFR2-BP antag	9	-2	-10	0	-1	5	-23	10
IDE cell inh	0	-1	2	1	4	2	-2	3
UBC9 SUMO inh	-4	13	10	16	21	-1	-17	·
IDE act	-1	8	8	3	-4	6	2	1
VIM-2 inhibitor	-4.7	-2.5	0.8	-0.4	-1.4	-2.6	-6.1	·
GalR3 antag	4	-2	4	-2	0	5	·	-3
pCIP destab	-14	-11	-10	-1	-5	11	3	·

(17) Cc1c(NC(=O)CN(C)CC(=O)Nc2ccc(F)c(F)c2F)c(=O)n(-c2ccccc2)n1C
(18) CC1CCCCN1C(=O)c1cc2ccccc2cc1O (centres undefined)
(19) Nc1ccc2c(c1)C(=O)N(CC1CCCO1)C2=O (centres undefined)
(20) CCOC(=O)C1CCCN(C(=O)COc2ccc(S(=O)(=O)N3CCOCC3)cc2)C1 (centres undefined)
(21) COc1cc(C2C(C(=O)c3ccco3)=C(O)C(=O)N2Cc2ccccc2)ccc1O (centres undefined)
(22) CCOC(=O)c1ccc(NC(=O)C2CCN(S(=O)(=O)c3ccccc3)CC2)cc1
(23) O=C1CC2CS(=O)(=O)CC2N1C1CCCCC1 (centres undefined)
(24) CNC(=O)/C(C#N)=C/c1ccc(-c2ccc(OC)cc2[N+](=O)[O-])o1

Compound	17	18	19	20	21	22	23	24
NS3 helicase inh	·	-5	4	·	-1	-3	2	4
IMP-1 inh	·	-1.4	1.5	·	1.1	-3.1	-3.1	-2.9
CRFR2-BP antag	16	-10	19	8	12	12	5	6
IDE cell inh	2	0	-1	0	1	6	6	4
UBC9 SUMO inh	·	20	10	·	15	·	4	16
IDE act	0	-1	1	0	6	4	-10	-4
VIM-2 inhibitor	·	0.3	-3.3	·	2.6	-2.6	-1.9	-2.0
GalR3 antag	-4	-4	-1	-1	-10	·	-3	-5
pCIP destab	·	-9	13	·	-2	·	-8	-19

(25) CCOc1ccc2nc(NC(=O)CN3CCN(c4ccccn4)CC3)sc2c1
(26) CCOC(=O)N1CCC(NC(=O)c2sc3nc4n(c(=O)c3c2C)CCCC4)CC1
(27) CCOc1ccccc1OCC(=O)Nc1ccc2[nH]c(=O)[nH]c2c1
(28) COCCn1c(C)cc(C(=O)CSc2cc(C)c3ccc(OC)cc3n2)c1C
(29) Cc1cc(C)cc(N(CC(=O)Nc2ccc(C)cc2Cl)S(=O)(=O)c2c(C)[nH]c(=O)[nH]c2=O)c1
(30) COc1ccc(CN2CC(C(=O)NCc3cccc(OC)c3)CC2=O)cc1 (centres undefined)
(31) Cc1ccc2nsnc2c1NC(=O)c1ccc(-c2cc(Cl)ccc2Cl)o1
(32) CCC1Oc2ccccc2N(CC(=O)NCC2CCCO2)C1=O (centres undefined)

Compound	25	26	27	28	29	30	31	32
NS3 helicase inh	0	8	·	-1	0	-1	6	-2
IMP-1 inh	-0.6	-1.6	·	0.0	-0.5	-3.0	-1.6	-3.5
CRFR2-BP antag	-15	-2	4	9	5	-12	0	-10
IDE cell inh	8	3	-5	-1	5	9	4	-4
UBC9 SUMO inh	-4	10	·	4	-4	16	·	4
IDE act	·	-2	0	-3	1	3	5	6
VIM-2 inhibitor	-0.6	-4.3	·	-0.8	-0.9	-0.7	-0.8	-1.8
GalR3 antag	-3	0	-5	-4	-9	2	-2	-6
pCIP destab	-7	0	·	2	-9	-6	-10	2

(33) Cc1ccc(S(=O)(=O)Nc2ccccc2CNc2ccc(Br)cn2)cc1
(34) Cc1ccc(S(=O)(=O)N2C(=O)C(C)SC2=Nc2ccccc2)cc1 (centres undefined)
(35) O=C(CN1C(=O)c2ccc([N+](=O)[O-])cc2C1=O)NCC1CCCO1 (centres undefined)
(36) Clc1nc(-c2n[nH]nc2Cl)n[nH]1
(37) CS(=O)(=O)N1CCN(c2ccccc2NC(=O)c2ccc([N+](=O)[O-])o2)CC1
(38) CON(C)C(=O)C[C@@H]1C[C@H](OC(=O)c2ccc([N+](=O)[O-])cc2)CN1C(=O)OC(C)(C)C
(39) COc1ccc(NC(=O)C2CCCN(C)C2)cc1OCC(C)C (centres undefined)
(40) COc1ccccc1Nc1nc(=O)[nH]nc1C

Compound	33	34	35	36	37	38	39	40
NS3 helicase inh	-3	-12	·	-4	8	·	5	-3
IMP-1 inh	-1.4	-2.4	·	-3.1	-1.1	·	-1.7	-2.8
CRFR2-BP antag	-14	-2	3	16	12	3	-10	15
IDE cell inh	6	4	-6	5	0	2	-2	-1
UBC9 SUMO inh	-10	1	·	-19	-9	·	11	28
IDE act	8	-2	7	5	11	-2	4	0
VIM-2 inhibitor	0.3	-3.8	·	-3.1	-0.6	·	-2.2	-4.0
GalR3 antag	-6	3	-1	-5	-1	-2	-4	-6
pCIP destab	-14	-7	·	3	-15	·	-18	-2

(41) COc1ccc(CCNS(=O)(=O)c2cccc(C(=O)O)c2)cc1OC
(42) C=CC[n+]1c(/C=C/c2ccc(OC(C)=O)c(OC)c2)ccc2ccccc21
(43) COc1ccc(NC(=O)CSc2nc3cccnc3n2C)cc1
(44) O=C(COc1ccccc1Cl)NCCNC(=O)c1ccncc1
(45) O=C(NCc1ccccn1)c1cccs1
(46) CN1CCN(C(=O)c2cccn(Cc3ccc(C(F)(F)F)cc3)c2=O)CC1
(47) Cn1ncc(Br)c1NC(=O)Nc1ccccc1
(48) Cc1cccc2cc(/C=N/NC(=O)c3ccccc3O)c(Cl)nc12

Compound	41	42	43	44	45	46	47	48
NS3 helicase inh	-8	-51	3	1	-2	13	3	5
IMP-1 inh	-0.7	-1.3	-1.9	-4.1	-2.5	-1.9	-4.2	-1.9
CRFR2-BP antag	-12	2	10	8	-14	3	-2	9
IDE cell inh	7	3	6	0	-4	3	3	-4
UBC9 SUMO inh	24	9	12	11	1	-1	-3	1
IDE act	1	0	2	-1	5	2	-2	-1
VIM-2 inhibitor	-1.4	-0.4	-2.6	-1.2	-6.7	0.0	-2.7	-2.3
GalR3 antag	-6	1	-4	-9	-5	-12	·	-5
pCIP destab	-13	-10	-6	-8	-14	-2	0	-1

# Continued, overlapping the part above by three compounds.
(46) CN1CCN(C(=O)c2cccn(Cc3ccc(C(F)(F)F)cc3)c2=O)CC1
(47) Cn1ncc(Br)c1NC(=O)Nc1ccccc1
(48) Cc1cccc2cc(/C=N/NC(=O)c3ccccc3O)c(Cl)nc12
(49) COc1ccc(C(=O)CSc2nnc(CNC(=O)c3ccccc3)o2)cc1
(50) COc1ccc(CNC(=O)C(C)n2nc(C)c3c(C)n(-c4ccccc4)nc3c2=O)c(OC)c1 (centres undefined)
(51) COc1ccc(C(=O)Nc2ccc(N3CCN(c4ccc(OC)cc4)CC3)c(C#N)c2)cc1
(52) CSCCC(NC(=O)c1ccco1)C(=O)NCC(c1ccco1)N1CCCCC1 (centres undefined)
(53) CCC(Cc1ccccc1)n1c(=S)[nH]c2ccccc2c1=O (centres undefined)
(54) Cc1ccc(O)c(-c2cc(C(=O)NCc3ccc4c(c3)OCO4)[nH]n2)c1
(55) CN(NC(=O)COc1ccccc1)c1ccccc1
(56) Cc1onc(-c2ccccc2)c1C(=O)NC(C)c1ccccc1 (centres undefined)

Compound	46	47	48	49	50	51	52	53	54	55	56
NS3 helicase inh	13	3	5	3	10	-19	·	-5	2	-3	·
IMP-1 inh	-1.9	-4.2	-1.9	-2.3	-1.2	-1.5	·	-3.3	-0.9	-0.5	·
CRFR2-BP antag	3	-2	9	8	6	-1	-6	-2	0	-3	10
IDE cell inh	3	3	-4	2	0	1	3	-4	-2	-9	-4
UBC9 SUMO inh	-1	-3	1	28	14	14	·	-8	-13	-6	·
IDE act	2	-2	-1	-3	-5	-1	2	10	1	-2	7
VIM-2 inhibitor	0.0	-2.7	-2.3	-1.9	-1.6	-0.7	·	-3.9	-3.0	-2.0	·
GalR3 antag	-12	·	-5	-3	-9	-2	-4	-7	-12	-9	-6
pCIP destab	-2	0	-1	2	-17	-14	·	10	8	-13	·
